Screens: PubChem, several laboratories
GPR55 LPI antagonism = GPR55 antagonists blocking LPI-driven arrestin recruitment, primary screen, imaging, U2OS, beta-arrestin-GFP, LPI agonist (AID 2013); G-protein coupled receptor 55 (Homo sapiens); U2OS GPR55 beta-arrestin-GFP translocation imaging, LPI antagonism; higher % means a stronger effect; one-dose inhibition, % at 10 µM; IC50 in µM for titrated hits; 290,000 tested, 0.13% active;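 active = spots per cell inhibited over 60%, with over 100 cells counted and total cytoplasm intensity under 500,000; inconclusive = wells with under 100 cells, flagged as likely toxic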;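 also: U2OS cells stably carrying GPR55 and arrestin-GFP stimulated by 5 µM LPI near EC80; imaged beta-arrestin-GFP aggregate spots per cell after agonist stimulation; plate controls were LPI-stimulated DMSO wells for no effect and DMSO wells without LPI for full effect; some results filed as inactive read as strong as hits; confirmed hits need IC50 under 10 µM and bright autofluorescent wells are also inconclusive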
Myeloid diff MLP = induction of myeloid progenitor differentiation, primary screen, cell-based, flow cytometry, MLPCN library. AID 624256, 2012. calls only at 10 µM. ER-HoxA9 myeloid progenitors, lysozyme-GFP differentiation. 360,000 tested, 1% active;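 active = normalized GFP-positive differentiation at or above the plate's own cutoff, the solvent-only control mean plus 3 SD; inconclusive = no clear call, values can overlap the other calls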;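 also: cells exposed to compound for four days before flow analysis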
NTR1 agonist = agonists of NTR1, primary screen, imaging, U2OS cells, beta-arrestin-GFP, high content (AID 493036); NTR1-U2OS beta-arrestin-GFP spot imaging, agonist mode; activation, % at 20 µM; 330,000 tested, 0.17% active;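 active = activation at or above 40% of the spot to cytoplasm intensity ratio, with at least 20 cells analyzed; inconclusive = wells under 20 cells, flagged as cytotoxic or low count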;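 also: 0% = DMSO without peptide and 100% = 100 nM NTR1 peptide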
Target sequence (P30989 whole entry, looked up): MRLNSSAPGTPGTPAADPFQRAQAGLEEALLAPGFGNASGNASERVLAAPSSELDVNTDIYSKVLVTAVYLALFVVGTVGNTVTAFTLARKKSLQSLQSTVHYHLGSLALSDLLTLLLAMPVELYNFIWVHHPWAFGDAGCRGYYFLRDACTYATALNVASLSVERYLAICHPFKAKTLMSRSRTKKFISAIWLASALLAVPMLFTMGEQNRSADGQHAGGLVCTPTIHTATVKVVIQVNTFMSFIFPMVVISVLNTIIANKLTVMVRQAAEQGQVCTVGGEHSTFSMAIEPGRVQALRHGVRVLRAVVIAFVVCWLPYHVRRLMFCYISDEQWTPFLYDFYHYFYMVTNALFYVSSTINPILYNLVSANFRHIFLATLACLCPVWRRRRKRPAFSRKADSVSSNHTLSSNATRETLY
MgcRacGAP inhibition = MgcRacGAP GTPase-activating activity inhibitors, confirmation, biochemical, ADP Hunter fluorescence | MgcRacGAP-stimulated Rac1 GTP hydrolysis, ADP Hunter fluorescence; higher % means a stronger effect; GST-tagged Rac1 F28L mutant substrate | inhibition, % at 30 µM, or IC50 in µM where a hit was titrated | AID 624330, 2012 | 340,000 tested, 0.6% active | Rac GTPase-activating protein 1 (Homo sapiens);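 active = first-screen hits whose inhibition reached a set limit at any dose in the follow-up dose series; inconclusive = inhibition above the set first-screen limit but never retested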;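 also: fluorescence reports GDP produced by GAP-driven GTP hydrolysis; strong numbers were not always called active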
LYP inhibition = inhibitors of LYP phosphatase, biochemical, fluorescence intensity, uHTS (AID 1779). Tyrosine-protein phosphatase non-receptor type 22 (Homo sapiens). 290,000 tested, 0.054% active. recombinant LYP phosphatase, fluorescence intensity; higher % means a stronger effect. inhibition, % at 11.5 µM, or IC50 in µM where a hit was titrated; in the data active = inhibition above about 50%;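 also: plate controls were vehicle with enzyme for no effect and no enzyme for full effect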
HIV fusion peptide = inhibitors of HIV fusion peptide binding, primary screen, biochemical, uHTS, fluorescence dequenching (AID 1986); 290,000 tested, 0.3% active; one-dose inhibition, % at 20 µM; IC50 in µM for titrated hits; cell-free peptide binding, fluorescence dequenching, 30 min; higher % means a stronger effect; in the data active = inhibition mostly above about 52%, no sharp cut-off; inactive = mostly below about 76%; also: some results filed as inactive read as strong as hits
GPR35 arrestin U2OS = GPR35 antagonists blocking zaprinast-driven arrestin recruitment, primary screen, imaging, U2OS, beta-arrestin-GFP, zaprinast agonist (AID 2058); U2OS GPR35 beta-arrestin-GFP translocation imaging, zaprinast antagonism; higher % means a stronger effect; one-dose inhibition, % at 10 µM; IC50 in µM for titrated hits; 290,000 tested, 0.052% active;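 active = inhibition of at least 50% with at least 30 cells and total cytoplasm GFP at most 10,000,000; inconclusive = under 30 cells or total GFP of 10,000,000 plus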
Siah-1 displacement = Siah-1 peptide-binding antagonists, primary screen, biochemical, fluorescence polarization, rhodamine-plectin, uHTS (AID 1817). 290,000 tested, 0.02% active. Siah-1 / rhodamine-plectin peptide fluorescence polarization; higher % means a stronger effect. one-dose displacement, % at 20 µM; IC50 in µM for titrated hits. E3 ubiquitin-protein ligase SIAH1 (Homo sapiens);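 active = displacement of at least 50% at 20 µM, with a fluorescence ratio check between 0.3 and a set limit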;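 also: plate controls were Siah plus tracer with DMSO for no effect and tracer alone without Siah for full effect; strong numbers were not always called active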
PhoP inhibition = inhibitors of PhoP regulon expression, primary screen, Salmonella Typhimurium, GFP reporter (AID 1863); S. Typhimurium PhoP-regulated promoter GFP reporter, 4 h; higher % means a stronger effect; one-dose inhibition, % at 50 µM; IC50 in µM for titrated hits; 300,000 tested, 0.16% active;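 active = inhibition over 29.93%, a cutoff 3 SD above the screen mean, later confirmed by dose response; inconclusive = inhibition over 29.93% but no dose response follow-up; inactive = inhibition at most 29.93% or unconfirmed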;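 also: 0% = low Mg2+ inducing control and 100% = high Mg2+ repressing control; strong numbers were not always called active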
NTR1 agonist cell count 20 µM = further read-out of NTR1 agonist, marked with its call; cell count; measured here: cell count, cytotoxicity flag
Myeloid diff MLP GFP+ MAC1+ % = second read-out of Myeloid diff MLP, no call of its own (marks repeat the call); GFP+ MAC1+ double positive, %; measured here: differentiation confirmed by MAC1 staining
Numbers without * were called inactive; i = inactive; u = inconclusive; x = not tested or not shown; + = active, no number.

SMILES	GPR55 LPI antagonism	Myeloid diff MLP	Myeloid diff MLP GFP+ MAC1+ %	NTR1 agonist	NTR1 agonist cell count 20 µM	MgcRacGAP inhibition	LYP inhibition	HIV fusion peptide	GPR35 arrestin U2OS	Siah-1 displacement	PhoP inhibition
CCOC(=O)c1sc(NC(=O)C2C3C=CC(C3)C2C(=O)O)nc1C (centres undefined)	5%	i	0.5	-0.1	80	2%	-8%	0.9%	9%	5%	2%
Cc1ccc2cc(/C=N/NC(=O)c3ccccc3[N+](=O)[O-])c(Cl)nc2c1	-3%	i	0.8	4.9	47	17%	2%	-0.2%	-4%	-1%	10%
CC(C)n1cc(NC(=O)C2CC(c3cccc(Br)c3)=NO2)cn1 (centres undefined)	5%	i	1.9	-1.3	52	-10%	-8%	1.0%	-6%	5%	2%
Cc1nc2ccccn2c1C(=O)N=Nc1c(O)[nH]c2ccccc12	8%	i	2.1	-0.6	104	11%	-5%	-2.7%	14%	1%	-9%
COc1ccc(-c2nc3n(c(=O)c2C#N)CCS3)c(OC)c1	-1%	i	0.7	0.9	80	0%	-7%	-0.5%	-14%	5%	7%
CCOC(=O)C1(CCOc2ccccc2)CCN(Cc2ccc(OC)c(O)c2)CC1	3%	i	0.3	9.2	64	4%	2%	-0.6%	-8%	2%	-4%
O=C(CSc1nnc(Cc2ccccc2)n1-c1ccccc1)N1CCOCC1	-4%	i	1.0	-2.1	98	2%	-3%	-2.0%	18%	-1%	-8%
O=c1[nH]c(=O)n(Cc2ccccc2)c2nc(-c3ccco3)cc(C(F)(F)F)c12	6%	i	0.9	3.5	40	10%	-10%	-1.4%	2%	-3%	-12%
O=C(C1=C(O)C(=O)N(Cc2ccco2)C1c1ccccc1)c1cccs1 (centres undefined)	-3%	i	1.4	-2.0	68	6%	-6%	3.8%	2%	0%	-6%
CCc1ccc(NC(=O)c2cnc(N3CCN(c4ccccn4)CC3)c3ccccc23)cc1	13%	i	0.4	9.3	90	x	4%	-1.4%	-11%	1%	1%

Random excerpt: three compounds from above
SMILES	GPR55 LPI antagonism	Myeloid diff MLP	Myeloid diff MLP GFP+ MAC1+ %	NTR1 agonist	NTR1 agonist cell count 20 µM	MgcRacGAP inhibition	LYP inhibition	HIV fusion peptide	GPR35 arrestin U2OS	Siah-1 displacement	PhoP inhibition
O=c1[nH]c(=O)n(Cc2ccccc2)c2nc(-c3ccco3)cc(C(F)(F)F)c12	6%	i	0.9	3.5	40	10%	-10%	-1.4%	2%	-3%	-12%
O=C(C1=C(O)C(=O)N(Cc2ccco2)C1c1ccccc1)c1cccs1 (centres undefined)	-3%	i	1.4	-2.0	68	6%	-6%	3.8%	2%	0%	-6%
Cc1nc2ccccn2c1C(=O)N=Nc1c(O)[nH]c2ccccc12	8%	i	2.1	-0.6	104	11%	-5%	-2.7%	14%	1%	-9%

More results.
SMILES	GPR55 LPI antagonism	Myeloid diff MLP	Myeloid diff MLP GFP+ MAC1+ %	NTR1 agonist	NTR1 agonist cell count 20 µM	MgcRacGAP inhibition	LYP inhibition	HIV fusion peptide	GPR35 arrestin U2OS	Siah-1 displacement	PhoP inhibition
COc1ccccc1CN(CC(=O)NCc1ccco1)C(=O)CNS(=O)(=O)c1ccc(C)cc1	11%	i	3.1	-0.2	49	2%	0%	0.3%	-2%	5%	-10%
O=[N+]([O-])c1ccccc1/C=N/NC1=NCCCCC1	-8%	i	0.2	1.2	42	6%	-4%	-2.1%	-1%	-8%	24%
CN1CCN(Cc2c(C(=O)N3CCc4ccccc4C3)nc3ccc(Cl)cn23)CC1	-4%	i	2.7	3.2	54	1%	-7%	-0.5%	6%	-5%	0%
COc1ccc(-n2c(Cc3cccn3C)nnc2SCC(=O)NCc2ccccc2Cl)cc1	7%	i	1.0	7.8	33	6%	-2%	2.0%	12%	-2%	-13%
CCOCCCN1C(=O)C(O)=C(C(C)=O)C1c1cccs1 (centres undefined)	x	i	1.1	-2.0	100	6%	x	x	x	x	5%
O=C(c1cnn(-c2ccccc2)c1-n1cccc1)N1CCN(C2CCCCC2)CC1	-2%	i	4.2	-1.7	86	8%	4%	1.1%	-2%	-2%	-11%
Cc1cc(OCC(=O)Nc2ccc(S(=O)(=O)N3CCN(C)CC3)cc2)ccc1Cl	10%	i	1.1	1.7	60	4%	-2%	-0.9%	-18%	-3%	9%
COc1cccc(C(=O)N2CCN(S(C)(=O)=O)CC2)c1	7%	i	2.2	-0.2	62	8%	-2%	2.5%	3%	-2%	4%
O=C(CCCn1c(SCC(=O)NC2CCCCC2)nc2ccccc2c1=O)NCC1CCCO1 (centres undefined)	4%	i	1.0	0.1	76	2%	-3%	1.5%	-8%	7%	-8%
CCOc1ccc(CCNC(=O)c2ccc3nc(CC)c(CC)nc3c2)cc1	18%	u	x	1.0	60	-14%	-9%	1.7%	22%	1%	-9%
COCCN(C(=O)CSc1nnc(Nc2ccccc2F)s1)c1c(N)n(Cc2ccccc2)c(=O)[nH]c1=O	7%	i	0.4	4.4	75	5%	-4%	0.7%	4%	-5%	-4%
CCSc1nnc(COc2ccccc2)n1CC	5%	i	0.2	2.4	56	10%	-3%	-0.7%	-9%	4%	-7%
Cc1cccc(/C=C/c2onc(C)c2S(=O)(=O)N2CCC(C(=O)NC(C)C)CC2)c1	-12%	i	4.1	-4.1	38	5%	-9%	0.3%	7%	26%	x
CC(=O)c1ccc(NC(=O)N2CCN(c3ccc(C)cc3)C(C)C2)cc1 (centres undefined)	19%	i	0.3	-0.1	29	9%	3%	0.5%	-7%	-1%	-8%
C/C(=N\NC(=O)c1ccn(C)n1)c1ccc(NC(=O)C2CCC2)cc1	8%	i	1.0	0.0	60	8%	-4%	-0.1%	-20%	-1%	-4%
Cc1nc(N2CCN(c3ccccc3)CC2)[nH]c(=O)c1Cc1ccccc1	8%	i	2.0	16	87	10%	2%	0.4%	21%	1%	6%
CCCc1c(C(=O)O)cnn1-c1ccc(Cl)cc1	-4%	i	0.6	1.7	61	-8%	-4%	-1.3%	-6%	7%	1%
CSc1nc(SCCO)c2sc3nc(-c4ccco4)c4c(c3c2n1)CC(C)(C)OC4	-6%	i	1.9	x	x	15%	-4%	1.7%	6%	-6%	-10%
C=CCC(c1ccccc1)N(C(C)=O)c1ccco1 (centres undefined)	10%	i	0.2	0.6	43	-1%	-11%	-1.8%	15%	-1%	-4%
CCC(=O)n1nc(-c2ccccc2)nc1N	14%	i	1.5	-1.1	38	11%	-5%	0.5%	-7%	2%	23%
N#Cc1cccc(C#N)c1Oc1ccc(S(=O)(=O)Nc2ccc(Cl)cc2)cc1	-2%	i	0.3	3.2	43	7%	2%	-0.3%	4%	-1%	0%
O=C(CN1C(=O)NC2(CCSC2)C1=O)N1CCN(c2ccc(F)cc2)CC1 (centres undefined)	0%	i	2.2	-4.4	95	-1%	-4%	-3.1%	0%	2%	x
C[C@]12CCC(=O)CC1=CCC1C3CC=C(C#N)[C@@]3(C)CC[C@@]12O (some centres undefined)	6%	+	7.8*	-0.3	110	1%	3%	0.9%	-12%	-2%	-12%
Nc1ccccc1C#Cc1ccccc1	2%	i	1.4	-0.5	48	12%	-6%	-2.6%	3%	4%	1%
CCc1nnc(NC(=O)CS(=O)(=O)Cc2ccccc2)s1	6%	i	0.5	0.2	51	-3%	-8%	2.3%	5%	12%	-4%
O=C(Cn1ccc2ccccc21)Nc1ccc2c(c1)OCO2	-11%	i	0.4	3.0	87	4%	-6%	-1.4%	-14%	5%	-6%
O=C(CSc1n[nH]c(-c2ccncc2)n1)Nc1ccccn1	4%	i	0.8	2.9	64	7%	-4%	1.4%	-13%	-1%	0%
COc1ccc(NC(C)=O)cc1S(=O)(=O)Nc1ccc2c(c1)OCCO2	17%	i	0.0	1.1	94	1%	-9%	-0.7%	9%	0%	-5%
COc1ccc(OCC(=O)Nc2ccc3oc(-c4ccncc4)nc3c2)cc1	11%	i	1.1	0.7	78	13%	-10%	-0.8%	7%	12%	8%
Cn1c(N)c(C(=O)c2ccccc2)c(=O)n(C)c1=O	7%	i	1.2	0.6	60	0%	-11%	2.0%	1%	-3%	-7%
Cc1ccc(NC(=S)/N=C(\N)Nc2nc(C)c3cc(C)c(C)cc3n2)cc1C	11%	i	0.0	1.0	51	14%	1%	-1.0%	-15%	13%	4%
CCOC(=O)c1sc2nccc(N(C)C)c2c1N=CN(C)C	0%	i	1.0	0.0	50	6%	-1%	0.7%	-3%	2%	-1%
O=C(COc1cc(F)ccc1[N+](=O)[O-])Nc1ccc(N2CCOCC2)cc1	-2%	i	0.0	2.5	60	1%	-7%	-1.6%	-24%	-5%	0%
CNC[C@H](CC1CCCCC1)NC[C@H](NCCC1CCCC1)[C@H](C)O	-5%	i	0.9	4.7	59	12%	-15%	1.8%	2%	0%	20%
CC(=O)Nc1cccc2c1C(=O)N(c1ccc(OC(C)=O)cc1)C2=O	-3%	i	0.3	1.8	109	8%	3%	0.9%	18%	7%	1%
CCn1cc(CCC(=O)NCCc2ccccc2)c2ccccc21	2%	i	1.1	-0.4	80	-1%	-6%	-0.6%	-9%	2%	8%
CC(C)C(C(=O)Nc1ccc2c(c1)OCO2)N1C(=O)c2ccccc2C1=O (centres undefined)	-4%	i	1.1	-1.5	86	4%	-10%	-1.6%	-11%	-7%	2%
COc1ccc(-n2ncc(C(C)NS(=O)(=O)c3cccs3)c2C)cc1 (centres undefined)	-6%	i	2.3	1.0	43	5%	-3%	-0.6%	-6%	-10%	-2%
COc1ccccc1C(=O)Nc1ccc(S(=O)(=O)N2CCC(C)CC2)cc1	5%	i	0.5	2.0	55	3%	-2%	1.2%	-11%	1%	-2%
OC(CN1CCN(Cc2ccccc2)CC1)Cn1c2ccccc2c2ccccc21 (centres undefined)	36%	i	0.3	38	56	7%	3%	0.0%	13%	0%	10%
CCN(CC)c1ccc(C=Nc2ccccc2C)c(O)c1	-1%	i	0.2	1.7	67	8%	0%	-2.5%	-12%	3%	5%
COc1cc(C(=O)OCC(C)=O)c([N+](=O)[O-])cc1OC	-6%	i	0.6	-2.2	56	7%	-4%	-1.7%	2%	-7%	-6%
